Screening data from PubChem BioAssay.
tim23-1 inh = growth inhibitors of tim23-1 mutant yeast, primary screen, luminescence, uHTS | S. cerevisiae tim23-1 growth, BacTiter-Glo luminescence, 24 h | inhibition, % at 20 µM | 1.3% of 330,000 active | AID 463212, 2010;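 active = growth inhibition of the mutant yeast at or above 50%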;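 also: temperature-sensitive mutant grown at 25 °C; plate controls were DMSO-treated mutant yeast for no effect and medium wells lacking yeast for full effect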
TIM10 inh = growth inhibitors of isogenic TIM10 control yeast, primary screen, counter-screen for tim10-1 yeast inhibitor project, luminescence, uHTS. S. cerevisiae TIM10 strain growth, BacTiter-Glo luminescence, 24 h. inhibition, % at 10 µM. 1.4% of 330,000 active. AID 463195, 2010;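 active = inhibition of 40% or more at the single tested concentration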;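 also: wild-type TIM10 isogenic control strain grown at permissive 25 °C; 0% = DMSO yeast wells and 100% = minimal medium wells without yeast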
APJ antag = antagonists of human apelin receptor APJ, primary screen, CHO-K1 cells, beta-arrestin complementation, luminescence | P35414 | inhibition, % at 20 µM | 0.32% of 330,000 active | AID 2521, 2010;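 active = inhibition above about 40% at 20 µM, limit read from the data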;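 also: cells challenged with 10 nM apelin-13 agonist together with compound; plate controls were apelin-13 plus DMSO wells for no effect and DMSO wells lacking apelin-13 for full effect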
Target sequence (P35414 whole entry, looked up): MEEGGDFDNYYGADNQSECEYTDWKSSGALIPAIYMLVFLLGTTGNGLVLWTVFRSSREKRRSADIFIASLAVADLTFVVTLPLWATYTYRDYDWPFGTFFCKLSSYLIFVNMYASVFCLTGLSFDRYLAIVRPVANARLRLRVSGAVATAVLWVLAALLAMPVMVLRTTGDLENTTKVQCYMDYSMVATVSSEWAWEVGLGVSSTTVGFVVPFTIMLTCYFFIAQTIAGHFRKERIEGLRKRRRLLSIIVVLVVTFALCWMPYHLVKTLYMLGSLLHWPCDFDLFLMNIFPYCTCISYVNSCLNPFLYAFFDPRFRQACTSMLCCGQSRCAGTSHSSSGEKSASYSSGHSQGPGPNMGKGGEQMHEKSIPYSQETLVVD
UPR CHOP act = activators of apoptotic CHOP UPR arm, primary screen, cell-based, CHO-CHOP luciferase reporter, luminescence, uHTS | activation, % at 10 µM | 0.34% of 330,000 active | UPR activation; percent of tunicamycin response over DMSO baseline;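 active = at 10 µM dose, activation of 40% or more, normalized to positive control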;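 also: 100% = tunicamycin at 10 µg/mL and 0% = DMSO alone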
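Assay system: CHO cells with stable CHOP pathway luciferase reporter; Buffer or medium: F12 plus 10% serum; Times: 16-18 h cell attachment, then 6 h compound exposure, 37 °C; Signal: luciferase luminescence; Read-out basis: percent activation relative to tunicamycin control; Control set: tunicamycin high control, DMSO low control.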
Mdm2 MdmX PPI = inhibitors of human Mdm2-MdmX association, primary screen, cell-based, luminescence, split luciferase, SaOS-2, uHTS | SaOS-2 split-luciferase Mdm2/MdmX complementation | inhibition, % at 8 µM | 3% of 330,000 active;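 active = inhibition of at least 50% at 8 µM in the primary screen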
APJ ag = agonists of human apelin receptor APJ, primary screen, CHO-K1 cells, PathHunter beta-arrestin, luminescence; 0% DMSO wells, 100% apelin; activation, % at 20 µM; 0.11% of 330,000 active; AID 2520, 2010;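 active = activation more than six SD over the plate average, tested at 20 µM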;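 also: 0% = DMSO alone and 100% = apelin-13 at 10 nM; some results filed as inactive read as strong as hits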
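Test system: CHO-K1 APJ beta-arrestin complementation cell line | Compound: Single test compound dose, 20 µM final, 1% DMSO | Incubation: Compound 90 min 25 °C, reagent 1 h | Measured by: beta-gal luminescence | Read-out basis: APJ–arrestin association signal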
XBP1 UPR activ = activators of adaptive XBP1 UPR arm, primary screen, cell-based, CHO-XBP1 luciferase reporter, luminescence, uHTS. IRE1-XBP1 UPR activation; percent of tunicamycin response, DMSO as zero. activation, % at 20 µM. 0.33% of 330,000 active;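 active = versus positive control, 20 µM dose yields 30% or more activation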;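 also: 100% = tunicamycin at 10 µg/mL and 0% = DMSO only wells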
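Material – CHO cell line with stable XBP1 luciferase reporter · Buffer or medium – F12 plus 10% FBS · Compound – single point, 20 µM final compound, 1% DMSO · Schedule – 16-18 h cell attachment at 37 °C, then 6 h compound exposure · Signal – Steady-Glo luminescence read · Benchmarks – high control tunicamycin 10 µg/mL final, low control DMSO vehicle only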
tim10-1 inh = growth inhibitors of tim10-1 mutant yeast, primary screen, luminescence, uHTS | 2.2% of 330,000 active | inhibition, % at 20 µM | S. cerevisiae tim10-1 ts strain growth, BacTiter-Glo, 24 h;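 active = inhibition of at least 40%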;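 also: mutant grown at 25 °C; 0% = DMSO wells with yeast and 100% = wells holding no yeast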
CXCR6 inh = CXCR6 receptor inhibitors, primary screen, cell-based, beta-arrestin, luminescence, CHO-K1 PathHunter, 1536-well. C-X-C chemokine receptor type 6 (Homo sapiens), O00574. inhibition, % at 20 µM. 0.36% of 360,000 active; in the data active = inhibition above about 34%, passing the limit was not always enough;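 also: antagonist mode with CXCL16 agonist at 10 nM final; 0% = 10 nM CXCL16 with DMSO and 100% = unstimulated wells without agonist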
Target sequence (O00574 whole entry, looked up): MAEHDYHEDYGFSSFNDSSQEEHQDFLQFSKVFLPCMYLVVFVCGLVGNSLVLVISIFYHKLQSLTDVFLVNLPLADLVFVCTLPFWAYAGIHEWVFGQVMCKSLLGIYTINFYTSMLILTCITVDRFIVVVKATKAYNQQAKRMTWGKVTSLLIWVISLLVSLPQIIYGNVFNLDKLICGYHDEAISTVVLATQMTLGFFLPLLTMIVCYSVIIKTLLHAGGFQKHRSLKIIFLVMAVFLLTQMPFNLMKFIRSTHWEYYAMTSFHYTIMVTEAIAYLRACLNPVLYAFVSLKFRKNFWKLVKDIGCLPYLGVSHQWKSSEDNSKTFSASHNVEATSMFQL
The depositor's hits bear a star.

For Cc1cccc(-c2nn(-c3ccccc3)cc2C(=O)NCC(c2cccs2)N2CCOCC2)c1 (stereo unspecified) the results were tim23-1 inh 25, TIM10 inh 6, APJ antag 8, UPR CHOP act 2.5, Mdm2 MdmX PPI 6, APJ ag 4, XBP1 UPR activ -1, tim10-1 inh 11 and CXCR6 inh 6.
Clc1ccc(-c2nnc3n2CCCC3)cc1 was read as tim23-1 inh 3, TIM10 inh -27, APJ antag 11, UPR CHOP act -1.6, Mdm2 MdmX PPI 4, APJ ag -1, XBP1 UPR activ 1, tim10-1 inh 12 and CXCR6 inh 4.
For Cc1ccccc1NC(=O)Cc1nc(CSc2nnc(C3CCCCC3)n2N)cs1 the results were tim23-1 inh 17, TIM10 inh 19, APJ antag 16, UPR CHOP act -2.1, Mdm2 MdmX PPI 36, APJ ag -5, XBP1 UPR activ 0, tim10-1 inh 22 and CXCR6 inh 3.
For COc1ccc(/C(=N\O)c2nccc3cc(OC)c(OC)cc23)cc1OC the results were tim23-1 inh -8, TIM10 inh -10, APJ antag -6, UPR CHOP act -1.6, Mdm2 MdmX PPI -6, APJ ag -7, XBP1 UPR activ 4, tim10-1 inh 17 and CXCR6 inh 4.
For Cn1ncc(Br)c1NC(=O)Nc1ccc(Cl)cc1 the results were tim23-1 inh 3, TIM10 inh 15, APJ antag 0, UPR CHOP act -0.6, Mdm2 MdmX PPI -7, APJ ag -3, XBP1 UPR activ -1, tim10-1 inh -8 and CXCR6 inh -2.
For CCOC(=O)C1=C(COC(=O)Cc2ccccc2)NC(=O)NC1C (stereo unspecified) the results were tim23-1 inh 8, TIM10 inh 8, APJ antag -5, UPR CHOP act -0.7, Mdm2 MdmX PPI 32, APJ ag 6, XBP1 UPR activ -3, tim10-1 inh 9 and CXCR6 inh -3.
Screening Cc1ccccc1N=C1c2cc([N+](=O)[O-])ccc2-c2ncccc21 returned tim23-1 inh 24, TIM10 inh -7, APJ antag -15, UPR CHOP act 0.8, Mdm2 MdmX PPI -29, APJ ag 1, XBP1 UPR activ 2, tim10-1 inh 19 and CXCR6 inh -11.
Screening C/C(=N\NC(=S)Nc1c(C)cccc1C)c1cc2ccccc2o1 returned tim23-1 inh 10, TIM10 inh 37, APJ antag 18, UPR CHOP act 1.7, Mdm2 MdmX PPI 17, APJ ag -1, XBP1 UPR activ 0, tim10-1 inh 42* and CXCR6 inh 15.
For CCc1nc(SCC(=O)NCc2ccco2)c2c3c(sc2n1)CCCC3 the results were tim23-1 inh -7, TIM10 inh -11, APJ antag 8, UPR CHOP act -0.1, Mdm2 MdmX PPI 25, APJ ag -4, XBP1 UPR activ 6, tim10-1 inh 24 and CXCR6 inh 4.
Cc1cc(OC(C)C(=O)N/N=C/CC(C)c2ccccc2)ccc1Cl (stereo unspecified) was read as tim23-1 inh 8, TIM10 inh -10, APJ antag -18, UPR CHOP act 0.8, Mdm2 MdmX PPI -1, APJ ag -3, XBP1 UPR activ -1, tim10-1 inh 4 and CXCR6 inh -1.
O=C(c1cnc(-c2ccccc2)s1)c1ccc(Cl)cc1Cl was read as tim23-1 inh 28, TIM10 inh 28, APJ antag 26, UPR CHOP act -0.2, Mdm2 MdmX PPI 20, APJ ag -3, XBP1 UPR activ -1, tim10-1 inh 12 and CXCR6 inh 0.
O=S(=O)(NC1CCCCC1Sc1ncccn1)c1ccccc1 (stereo unspecified) was read as tim23-1 inh 25, TIM10 inh 2, APJ antag -1, UPR CHOP act -0.5, Mdm2 MdmX PPI 20, APJ ag 0, XBP1 UPR activ -1, tim10-1 inh 20 and CXCR6 inh -4.
For O=C(NNc1c2ccccc2nc2ccccc12)c1ccc(Cl)cc1 the results were tim23-1 inh 12, TIM10 inh 17, APJ antag 23, UPR CHOP act 4.5, Mdm2 MdmX PPI 87*, APJ ag -3, XBP1 UPR activ 0, tim10-1 inh 26 and CXCR6 inh 23.
For CNC(=O)[C@@]1(Cc2ccccc2)C=C[C@@H](C)N1C(C)=O the results were tim23-1 inh 2, TIM10 inh 0, APJ antag -26, UPR CHOP act -0.2, Mdm2 MdmX PPI 7, APJ ag -4, XBP1 UPR activ 0, tim10-1 inh -3 and CXCR6 inh -6.
`Cc1cc(C)nc(N/N=C/c2ccco2)n1` gave tim23-1 inh -1, TIM10 inh 5, APJ antag 8, UPR CHOP act 0.1, Mdm2 MdmX PPI -20, APJ ag 1, XBP1 UPR activ 2, tim10-1 inh -4 and CXCR6 inh -5.
COc1ccc(C(=O)NC(=S)N2CCN(C)CC2)cc1Br was read as tim23-1 inh 20, TIM10 inh 15, APJ antag 6, UPR CHOP act 1.9, Mdm2 MdmX PPI -10, APJ ag -4, XBP1 UPR activ -4, tim10-1 inh -19 and CXCR6 inh 2.
CC(C)(C)c1ccc(Oc2ccc(N)cn2)cc1 was read as tim23-1 inh 25, TIM10 inh 38, APJ antag -14, UPR CHOP act -5.3, Mdm2 MdmX PPI 37, APJ ag -3, XBP1 UPR activ -3, tim10-1 inh -18 and CXCR6 inh -11.
For COC(=O)C1=C(C)NC2=C(C(=O)CC(C)(C)C2)C1c1cn(Cc2ccc(Br)cc2)nc1-c1ccccc1 (stereo unspecified) the results were tim23-1 inh 8, TIM10 inh 24, APJ antag 14, UPR CHOP act 2.0, Mdm2 MdmX PPI 17, APJ ag -5, XBP1 UPR activ 2, tim10-1 inh 17 and CXCR6 inh 13.
Screening CC(=O)c1cn(CC(=O)NCc2ccco2)c2ccccc12 returned tim23-1 inh 9, TIM10 inh 5, APJ antag 6, UPR CHOP act -2.9, Mdm2 MdmX PPI 2, APJ ag -4, XBP1 UPR activ -1, tim10-1 inh 5 and CXCR6 inh 8.
CCN(CC)S(=O)(=O)c1ccc2c(c1)nc(-c1ccccn1)n2C was read as tim23-1 inh 6, TIM10 inh -7, APJ antag 18, UPR CHOP act 5.3, Mdm2 MdmX PPI 14, APJ ag -2, XBP1 UPR activ -5, tim10-1 inh 0 and CXCR6 inh 1.

Fetched by compound from the list above (three):
For Cn1ncc(Br)c1NC(=O)Nc1ccc(Cl)cc1 the results were tim23-1 inh 3, TIM10 inh 15, APJ antag 0, UPR CHOP act -0.6, Mdm2 MdmX PPI -7, APJ ag -3, XBP1 UPR activ -1, tim10-1 inh -8 and CXCR6 inh -2.
Screening Cc1ccccc1N=C1c2cc([N+](=O)[O-])ccc2-c2ncccc21 returned tim23-1 inh 24, TIM10 inh -7, APJ antag -15, UPR CHOP act 0.8, Mdm2 MdmX PPI -29, APJ ag 1, XBP1 UPR activ 2, tim10-1 inh 19 and CXCR6 inh -11.
COc1ccc(C(=O)NC(=S)N2CCN(C)CC2)cc1Br was read as tim23-1 inh 20, TIM10 inh 15, APJ antag 6, UPR CHOP act 1.9, Mdm2 MdmX PPI -10, APJ ag -4, XBP1 UPR activ -4, tim10-1 inh -19 and CXCR6 inh 2.

The list continues:
CCc1ccc(OCCOC(=O)Nc2ccccc2)cc1 was read as tim23-1 inh 6, TIM10 inh -1, APJ antag 15, UPR CHOP act 4.8, Mdm2 MdmX PPI -28, APJ ag -4, XBP1 UPR activ -2, tim10-1 inh -2 and CXCR6 inh -2.
For Cc1ccnc(Sc2ncccc2[N+](=O)[O-])n1 the results were tim23-1 inh 0, TIM10 inh 5, APJ antag 1, UPR CHOP act -0.5, Mdm2 MdmX PPI -3, APJ ag -1, XBP1 UPR activ 0, tim10-1 inh 10 and CXCR6 inh -2.
Screening Cc1cc(C)n2nc(SCC(=O)N(C)Cc3ccccc3)nc2n1 returned tim23-1 inh 5, TIM10 inh -1, APJ antag -11, UPR CHOP act 0.7, Mdm2 MdmX PPI 26, APJ ag 1, XBP1 UPR activ -2, tim10-1 inh 8 and CXCR6 inh 0.
For O=C(NNc1nc(N2CCOCC2)nc(N2CCOCC2)n1)Nc1ccc(Cl)cc1 the results were tim23-1 inh -5, TIM10 inh 2, APJ antag -7, UPR CHOP act -1.4, Mdm2 MdmX PPI 8, APJ ag 0, XBP1 UPR activ -2 and tim10-1 inh -9.
Screening CCOC(=O)c1ccccc1NC(=O)c1cc2sccc2n1C returned tim23-1 inh 15, TIM10 inh 9, APJ antag -1, UPR CHOP act 0.2, Mdm2 MdmX PPI -8, APJ ag -1, XBP1 UPR activ -1, tim10-1 inh 10 and CXCR6 inh -2.
`CCn1c2ccccc2c2cc(NC(=O)CSc3nnc(-c4cccc(OC)c4)n3N)ccc21` gave tim23-1 inh -20, TIM10 inh 5, APJ antag -9, UPR CHOP act -0.7, Mdm2 MdmX PPI 40, APJ ag 2, XBP1 UPR activ 4, tim10-1 inh 19 and CXCR6 inh -12.
Screening Cc1cc(C)n(-c2cc(Cl)cc(Cl)c2)c(=O)c1C#N returned tim23-1 inh 5, TIM10 inh -7, APJ antag 13, UPR CHOP act -3.3, Mdm2 MdmX PPI 15, APJ ag -5, XBP1 UPR activ 7, tim10-1 inh 1 and CXCR6 inh 0.
O=C(O)c1ccc(O)cc1O was read as tim23-1 inh 15, TIM10 inh 0, APJ antag 2, UPR CHOP act 2.4, Mdm2 MdmX PPI 1, APJ ag 0, XBP1 UPR activ 1, tim10-1 inh 3 and CXCR6 inh 8.
Screening CCOc1ccc(NC(=O)CC2C(=O)N(C)C(=S)N2Cc2ccco2)cc1 (stereo unspecified) returned tim23-1 inh 16, TIM10 inh -8, APJ antag -18, UPR CHOP act -0.4, Mdm2 MdmX PPI 22, APJ ag -1, XBP1 UPR activ 0, tim10-1 inh 38 and CXCR6 inh 2.
For COc1cccc(OC)c1C(=O)N1CCN(S(=O)(=O)c2ccccc2)CC1 the results were tim23-1 inh -11, TIM10 inh 5, APJ antag 11, UPR CHOP act 0.0, Mdm2 MdmX PPI 21, APJ ag -1, XBP1 UPR activ -4, tim10-1 inh 1 and CXCR6 inh -11.
Screening COc1ccc(-n2cnnc2SCC(=O)N(C)C2CCS(=O)(=O)C2)cc1 (stereo unspecified) returned tim23-1 inh 9, TIM10 inh -2, APJ antag -14, UPR CHOP act -1.3, Mdm2 MdmX PPI 8, APJ ag -2, XBP1 UPR activ 3, tim10-1 inh 11 and CXCR6 inh 6.
CC1=C(CC(=O)O)c2cc(F)ccc2/C1=C\c1ccc(S(C)=O)cc1 (stereo unspecified) was read as tim23-1 inh 2, TIM10 inh 2, APJ antag 24, UPR CHOP act -1.0, Mdm2 MdmX PPI 10, APJ ag -4, XBP1 UPR activ -6, tim10-1 inh 2 and CXCR6 inh 6.
Screening COc1cccc2sc(=NC(=O)CCS(=O)(=O)c3ccc(C)cc3)n(C)c12 returned tim23-1 inh 6, TIM10 inh 1, APJ antag -58, UPR CHOP act 0.7, Mdm2 MdmX PPI 26, APJ ag -6, XBP1 UPR activ -2, tim10-1 inh 7 and CXCR6 inh -2.

An excerpt. The share of hits here may be higher or lower than overall.
